ROMK mod: ROMK potassium channel modulators, primary screen, cell-based, thallium flux, MLSMR library | ATP-sensitive inward rectifier potassium channel 1 (Homo sapiens), P48048 | Tet-inducible ROMK, thallium flux fluorescence; actives lie on both sides | B-score at 10 µM | 2% of 130,000 active;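 active means signal ratio slope over the read window, or its plate-corrected B-score, at least 3 SD from the plate mean, either direction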;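 further: B-score of the F/F0 ratio slope over 7 to 12 s after thallium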
Target sequence (P48048 whole entry, looked up): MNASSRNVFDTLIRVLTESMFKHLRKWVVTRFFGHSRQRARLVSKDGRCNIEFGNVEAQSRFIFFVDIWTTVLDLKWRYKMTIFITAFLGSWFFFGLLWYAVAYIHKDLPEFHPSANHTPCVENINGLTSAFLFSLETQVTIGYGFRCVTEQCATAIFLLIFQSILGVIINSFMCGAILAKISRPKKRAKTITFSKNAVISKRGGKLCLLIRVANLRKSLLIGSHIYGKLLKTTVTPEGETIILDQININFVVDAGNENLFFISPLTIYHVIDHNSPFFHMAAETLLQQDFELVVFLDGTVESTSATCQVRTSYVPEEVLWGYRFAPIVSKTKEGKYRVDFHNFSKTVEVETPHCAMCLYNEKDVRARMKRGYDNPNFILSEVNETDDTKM
FLuc inh counter: firefly luciferase enzyme inhibitors, primary screen, artefact control for luciferase-based inhibitor screens, biochemical, luminescence, ATPLite; 10 min; inhibition, % at 10 µM; 1.5% of 200,000 active; AID 1006, 2008;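 active means inhibition above about 50% when tested at 10 µM, limit read from the data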
Target sequence (P08659 whole entry, looked up): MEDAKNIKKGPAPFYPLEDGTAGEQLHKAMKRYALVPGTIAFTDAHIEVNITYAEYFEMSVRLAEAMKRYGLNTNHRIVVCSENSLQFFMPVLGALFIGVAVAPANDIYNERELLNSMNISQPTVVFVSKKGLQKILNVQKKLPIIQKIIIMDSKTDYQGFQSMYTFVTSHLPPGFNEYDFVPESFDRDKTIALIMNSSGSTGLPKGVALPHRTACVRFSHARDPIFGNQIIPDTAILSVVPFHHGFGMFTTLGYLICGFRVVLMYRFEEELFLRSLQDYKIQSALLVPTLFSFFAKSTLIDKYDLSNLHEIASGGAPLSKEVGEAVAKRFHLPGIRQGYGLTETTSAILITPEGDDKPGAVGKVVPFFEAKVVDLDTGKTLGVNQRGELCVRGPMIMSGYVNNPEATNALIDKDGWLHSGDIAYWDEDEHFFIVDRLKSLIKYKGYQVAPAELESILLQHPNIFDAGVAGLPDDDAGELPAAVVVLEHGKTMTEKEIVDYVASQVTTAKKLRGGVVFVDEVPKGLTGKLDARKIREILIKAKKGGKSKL
APP 5'UTR act: activators of APP 5'UTR luciferase reporter, primary screen, SH-SY5Y cells; activation, % at 2 µM; 1% of 190,000 active; AID 1276, 2008; SH-SY5Y APP 5'UTR luciferase reporter, luminescence; zero percent = DMSO vehicle wells;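 active means activation above a set limit, based on mean plus 3 SD of controls, cut at about 140% in these data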; further: values of inactives mirror those of a sister screen read the other way
APP 5UTR inh: inhibitors of APP translation via 5'UTR reporter, primary screen, APP 5'UTR luciferase, SH-SY5Y cells | 0.82% of 190,000 active | SH-SY5Y APP 5'UTR-luciferase reporter, luminescence | AID 1285, 2008 | inhibition, % at 2 µM;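 active means inhibition above a set limit, derived from the sample mean plus 3 SD, cut at about 45% in these data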; further: values of inactives mirror those of a sister screen read the other way
NF-kB expr up: activators of NF-kB expression in neurons, primary screen, cell-based, HTS; human neuronal cells, NF-kB reporter expression; stronger effect = higher value; fold change at 12.5 µM; 1.6% of 190,000 active; AID 1239, 2008; in the data active means fold change above about 3.3
STAT3 activator: IL-6 driven STAT3 reporter potentiators, primary screen, U3A cells, luciferase, luminescence, MLSCN library; AID 871, 2007; IL-6 STAT3-luciferase reporter; 100% = signal with IL-6 EC80 alone; activation (% of control), % at 5.6 µM; 0.91% of 190,000 active;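 active means activation above the screen-wide mean of compound activation plus 3 SD, cut at about 130% in these data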;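 further: 0% = background luminescence of wells with medium and substrate only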
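System – human U3A cells carrying STAT3-luciferase construct · Probe or stimulus – Interleukin-6, 33 ng/mL · Schedule – compound 1 h, then IL-6 6 h at 37 °C · Signal – luminescence from STAT3-driven luciferase reporter · Evaluation – percent of IL-6-only median luminescence · Benchmarks – IL-6-only high control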
STAT1 act: STAT1 signaling activators, primary screen, cell-based, HTS, luciferase reporter | NIH 3T3 STAT1-luciferase reporter, IFN-gamma, luminescence; 100% = IFN-gamma alone, no compound | activation (% of control), % at 5.5 µM | 2.6% of 200,000 active;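 active means activation above the screen-wide mean activation plus 3 SD, cut at about 130% in these data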;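 further: raw ratio to IFN-gamma control signal so 100% means no change and 0% no light; values of inactives mirror those of a sister screen read the other way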
STAT3 inh: IL-6 driven STAT3 reporter inhibitors, primary screen, U3A cells, luciferase, luminescence, MLSCN library; IL-6 STAT3-luciferase reporter; host cell line lacks STAT1; inhibition, % at 5.5 µM; 0.89% of 190,000 active; AID 862, 2007;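 active means inhibition above the mean inhibition across all screened compounds plus 3 SD, cut at about 44% in these data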;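 further: 0% = DMSO only wells and 100% = 100 µM nifuroxazide control wells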
FLuc stim CS: FLuc activators, initial screening, artefact control for FLuc-dependent activation tests, biochemical, ATPlite luminescence; 200,000 tested, under 10 active; AID 1027, 2008; Luciferin 4-monooxygenase (Photinus pyralis), P08659; ATPlite luciferase biochemical, 10 min; 0 = ATP-free wells, 1 = DMSO control; activation factor at 10 µM;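 active means luciferase activation factor, scaled between plate controls, of at least 2 with compound at 10 µM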
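Assay system: Luciferase/luciferin detection reagent, cell-free biochemical luciferase assay / Also added: ATP substrate / Schedule: 10 min at ambient temperature / Measured by: luminescence measurement of luciferase light output / Benchmarks: low control with PBS replacing ATP, high control enzyme plus ATP without compound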
STAT1 blocker: STAT1 signaling inhibitors, primary screen, cell-based, HTS, luciferase reporter | NIH 3T3 STAT1-luciferase reporter, IFN-gamma, luminescence | inhibition, % at 5.5 µM | 0.35% of 200,000 active | AID 920, 2007;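 active means inhibition above a set limit, the mean inhibition across all tested compounds plus 3 SD, cut at about 34% in these data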;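 further: 0% = IFN-gamma with DMSO and 100% = IFN-gamma with 300 µM nifuroxazide; values of inactives mirror those of a sister screen read the other way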
The depositor's hits bear a star; . = not tested or not shown.

#	compound	ROMK mod	FLuc inh counter	APP 5'UTR act	APP 5UTR inh	NF-kB expr up
1	O=C1N/C(=C/c2cccn2-c2ccccc2)C(=O)N1Cc1ccccc1F	-0.3	-3	8	-8	1
2	O=C(CCC1CCCC1)N[C@@H](Cc1ccc(O)cc1)C(=O)O	.	-2	12	-12	1.1
3	CNC(=S)NCCC(c1ccccc1)c1ccccc1	-0.39	-6	10	-10	1.3
4	O=C(CSc1nnc(-c2ccc(Cl)s2)o1)N1CCOCC1	.	-2	-5	5	.
5	NC(=O)NC(=O)CSc1ccccc1	-0.064	-6	-8	8	1.2
6	CCCOc1ccc(-c2nc(C#N)c(N3CCc4ccccc4C3)o2)cc1	-0.039	-4	-4	4	1.1
7	Cc1cccc(OCCC(=O)Nc2c(C)n(C)n(-c3ccccc3)c2=O)c1	0.12	-9	3	-3	1.1
8	Cc1cc(=O)n2c(-c3ccccc3C)n[nH]c2n1	-0.06	19	12	-12	0.91
9	C=CCn1c(SCC(=O)NCC2CCCO2)nc2scc(-c3ccco3)c2c1=O (configuration not stated)	.	-10	-5	4	1.1
10	CN(C)S(=O)(=O)Oc1cccc(C(=O)Nc2ccc([N+](=O)[O-])cc2)c1	0.26	7	67	-67	1.6
11	CC1(C)CC(=O)C(C=N)=C(O)C1	0.69	-8	20	-20	1.2
12	Cc1ccsc1/C=N/n1c(-c2ccco2)n[nH]c1=S	.	-4	14	-14	0.97
13	COc1ccccc1NC(=O)N1CCc2[nH]c3ccc(Cl)cc3c2C1	.	-8	6	-6	0.9
14	Cc1onc(-c2c(F)cccc2Cl)c1C(=O)OCC(=O)Nc1c(C)n(C)n(-c2ccccc2)c1=O	.	-2	0	0	0.88
15	Nc1ccc(N2CCCCCC2)cc1	-1.1	-10	11	-11	0.61

#	STAT3 activator	STAT1 act	STAT3 inh	FLuc stim CS	STAT1 blocker
1	106	98	-10	1	5
2	.	97	.	1	4
3	93	81	9	1.1	21
4	97	107	6	1	-7
5	97	96	7	1.1	4
6	102	102	4	1	-2
7	97	103	7	1.1	-3
8	99	102	4	0.8	-2
9	94	91	10	1.1	10
10	70	114	39	0.9	-16
11	100	98	5	1.1	0
12	102	102	-2	1	-2
13	85	103	21	1.1	-4
14	95	98	12	1	3
15	80	97	25	1.1	3

Fetched by structure from above, 5 records:
#	compound	ROMK mod	FLuc inh counter	APP 5'UTR act	APP 5UTR inh	NF-kB expr up
4	O=C(CSc1nnc(-c2ccc(Cl)s2)o1)N1CCOCC1	.	-2	-5	5	.
11	CC1(C)CC(=O)C(C=N)=C(O)C1	0.69	-8	20	-20	1.2
10	CN(C)S(=O)(=O)Oc1cccc(C(=O)Nc2ccc([N+](=O)[O-])cc2)c1	0.26	7	67	-67	1.6
12	Cc1ccsc1/C=N/n1c(-c2ccco2)n[nH]c1=S	.	-4	14	-14	0.97
1	O=C1N/C(=C/c2cccn2-c2ccccc2)C(=O)N1Cc1ccccc1F	-0.3	-3	8	-8	1

#	STAT3 activator	STAT1 act	STAT3 inh	FLuc stim CS	STAT1 blocker
4	97	107	6	1	-7
11	100	98	5	1.1	0
10	70	114	39	0.9	-16
12	102	102	-2	1	-2
1	106	98	-10	1	5

(continued)
#	compound	ROMK mod	FLuc inh counter	APP 5'UTR act	APP 5UTR inh	NF-kB expr up
16	CCOc1ccc(-c2nnc3ccc(SCC(=O)Nc4nc5ccc(C)cc5s4)nn23)cc1	.	-4	8	-8	0.86
17	CCCCCn1c(=O)[nH]c2cc(C(=O)NCCCN3CCCCC3)ccc2c1=O	.	-2	-5	5	0.89
18	COc1ccc(C(=O)Nc2ccc(Cl)cc2C(=O)N2CCCC(C)C2)cc1 (configuration not stated)	0.046	-8	5	-5	0.81
19	COc1ccc(NC(=O)CN2CCN(C3c4ccccc4-c4ccccc43)CC2)cc1	.	-4	-14	14	1.2
20	Cc1ccccc1NC(=O)CSc1nc(Nc2ccccc2)nc(N2CCOCC2)n1	.	-6	-1	1	1.2
21	CCCCNC(=O)CSc1nnc(Cc2ccccc2)n1CC	-0.31	-7	-9	9	1.2
22	CN(C)S(=O)(=O)c1ccc(C(=O)Nc2ccccc2OC(F)(F)C(F)F)cc1	.	-8	-2	2	0.75
23	CC(=O)c1cccc(NC(=O)COC(=O)COc2c(Cl)cc(Cl)c3ccc(C)nc23)c1	.	-4	-13	13	1.1
24	CCOc1nc2ccccc2nc1NS(=O)(=O)c1ccccc1	.	2	1	-1	1
25	O=[N+]([O-])c1cccnc1N/N=C/c1ccccc1O	0.09	0	-8	8	1.8
26	O=C(Cn1cc([N+](=O)[O-])cn1)N1N=C(C(F)F)CC1(O)C(F)F (configuration not stated)	.	-2	-5	5	1.3
27	COCCCNC(=O)CCn1c(=O)c2ccccc2n(CC(=O)Nc2ccc(C)cc2C)c1=O	0.25	-4	7	-7	0.98
28	Fc1ccc(Nc2ncnc3sc4c(c23)CCC4)cc1	.	-4	2	-2	0.89
29	CC(C)[C@H](NS(=O)(=O)c1ccc2c(c1)OCCO2)C(=O)OCC(=O)Nc1cccc(Cl)c1Cl	.	-5	-11	11	0.91
30	O=c1c2ccccc2c(C=NC2CCN(Cc3ccccc3)CC2)c(O)n1Cc1ccc2c(c1)OCO2	0.64	-4	15	-15	1

#	STAT3 activator	STAT1 act	STAT3 inh	FLuc stim CS	STAT1 blocker
16	105	103	-3	1	-3
17	96	95	9	1	6
18	101	100	-1	1.1	0
19	106	99	-4	1	2
20	90	101	17	1.1	-1
21	101	99	0	1.1	1
22	97	86	6	1.1	15
23	98	89	5	1	12
24	102	100	4	1	0
25	93	130*	9	1	-34
26	110	105	-8	1	-3
27	92	104	13	1	0
28	90	109	16	1	-10
29	111	96	-19	1.1	5
30	106	100	1	1	-1

Later entries.
#	compound	ROMK mod	FLuc inh counter	APP 5'UTR act	APP 5UTR inh	NF-kB expr up
31	COc1cc(NS(=O)(=O)c2ccc(NC(=O)CN3C(=O)c4ccccc4C3=O)cc2)ncn1	0.02	-3	-1	1	1.2
32	CCOc1ccccc1NC(=O)NC(=O)N(C)S(C)(=O)=O	-0.00017	3	-9	9	1.3
33	Cc1ccc(NC(=O)c2ccc(N3C(=O)C4CC=C(Cl)CC4C3=O)cc2)cc1 (configuration not stated)	-0.57	-4	.	.	0.96
34	O=C(CCC(=O)c1cccs1)Nc1ccc(N2CCCCC2)cc1	-0.51	6	9	-9	1.1
35	Cc1ccc(OC(F)F)c(NC(=O)Nc2cccc(C(F)(F)F)c2)c1	0.94	4	-12	12	0.86
36	COc1ccc(NC(=O)CSc2nnc(-c3cccs3)n2Cc2ccco2)cc1OC	.	-2	10	-10	0.64
37	Cc1cc(N2CCN(c3nnnn3-c3ccccc3)CC2)n2ncnc2n1	.	-4	13	-13	0.99
38	CC1(C)CC(=O)C(C(=S)Nc2ccccc2)=C(NCCN2CCOCC2)C1	.	-8	6	-6	0.91
39	O=C(N/N=C/c1cccc([N+](=O)[O-])c1)c1ccc2c(c1)OCCO2	-0.17	84*	57	-57	2.4
40	COc1ccc(-c2nc(CS(=O)CC(=O)NCc3ccco3)c(C)o2)cc1 (configuration not stated)	.	-3	14	-14	1.3
41	COc1ccc(C2=NN(C(=O)CSc3cn(C)c4ccccc34)C(c3ccc(OC)cc3)C2)cc1 (configuration not stated)	.	-8	12	-12	0.74
42	Cc1ccc(C(=O)NC(NCC2CCCO2)C(Cl)(Cl)Cl)cc1 (configuration not stated)	1.1	-7	13	-13	0.92
43	Cn1cc([N+](=O)[O-])c(C(=O)N/N=C/c2cc3c(cc2Br)OCO3)n1	.	1	-10	10	0.86
44	Cc1cccc(-n2ncc(C#N)c2N)c1	.	-8	7	-7	1.1
45	Cn1c2c(c(=O)n(C)c1=O)CN(Cc1ccc3c(c1)OCO3)CN2	.	-7	10	-10	1.3

#	STAT3 activator	STAT1 act	STAT3 inh	FLuc stim CS	STAT1 blocker
31	108	102	-6	1	-2
32	92	92	13	1	7
33	87	99	22	1	1
34	105	93	4	0.9	6
35	94	93	7	1	3
36	99	100	5	1	1
37	94	103	14	1	-2
38	101	99	5	1.1	1
39	87	116	21	0.2	-17
40	96	101	13	1	-1
41	93	104	13	1.1	-5
42	98	98	0	1.1	2
43	82	80	24	1	19
44	101	105	2	1.1	-6
45	102	95	2	1.1	5

Later entries.
#	compound	ROMK mod	FLuc inh counter	APP 5'UTR act	APP 5UTR inh	NF-kB expr up
46	O=c1c2cccnc2nc2n1CCCCC2	-0.046	-7	9	-8	0.99
47	COc1cc(/C(C)=N/NC(=O)Cc2c(C)[nH][nH]c2=O)ccc1O	.	2	10	-10	1.2
48	Cc1ccc(S(=O)(=O)NCCSc2ccccc2)cc1[N+](=O)[O-]	-0.61	-8	12	-12	1
49	CCOc1ccc(NC(=O)c2cccc(OC(=S)N3CCOCC3)c2)cc1	-0.38	4	-7	7	1.2
50	O=C(COC(=O)c1ccc(S(=O)(=O)N2CCOCC2)cc1)Nc1nc(-c2ccccc2)cs1	.	-5	3	-3	1.5
51	CCc1nc(C)ccc1OCC(=O)O	.	-6	5	-5	0.94
52	C/C(O)=C(/C=Nc1ccccc1)C(=O)Nc1ccccc1	0.59	-6	-11	11	1.3
53	CCC1(C)SC(N)=NN1C(C)=O (configuration not stated)	0.18	-8	5	-5	0.94
54	COc1cc2c(cc1OC)CN(C(=O)CSc1nnc(C)s1)CC2	0.68	-1	22	-22	1.9
55	Cc1nnc2ccc(-c3cccc(NS(C)(=O)=O)c3)nn12	1.4	-1	9	-9	1.1
56	COc1ccc(/C=C(\C#N)C(=O)NCCc2ccccc2)cc1OCc1ccccc1	0.64	-2	5	-5	0.94
57	COc1ccc(Cl)cc1NC(=O)CN1CCC(n2nnc3cc(C)ccc32)CC1	-0.86	-7	4	-4	0.76
58	CC(Sc1nc2ccccc2[nH]1)C(=O)Nc1ccccc1F (configuration not stated)	0.055	-3	26	-26	0.93

#	STAT3 activator	STAT1 act	STAT3 inh	FLuc stim CS	STAT1 blocker
46	102	90	3	1.1	8
47	99	104	3	1	-4
48	95	97	4	1.1	3
49	97	99	6	1	-1
50	95	100	14	1	0
51	98	108	7	1.1	-9
52	112	96	-12	1.1	3
53	102	107	0	1.1	-9
54	104	103	-1	1	-4
55	95	94	11	1	5
56	97	99	1	1	1
57	94	93	13	1.1	8
58	99	99	8	1	0

Screening results: PubChem, several laboratories
